Source: PubChem BioAssay
TbREL1 primary: TbREL1 inhibition, primary screen | inhibition, % at 9.66 µM | TbREL1 RNA ligation, FRET fluorescence | hit rate 0.49% among 89,000;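 active = inhibition above the mean inhibition across all screened compounds plus 3 SD, cut at about 11% in these data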;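 also: 0% = plate median of test wells and 100% = NSC42067 control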
Target sequence (P86926 whole entry, looked up): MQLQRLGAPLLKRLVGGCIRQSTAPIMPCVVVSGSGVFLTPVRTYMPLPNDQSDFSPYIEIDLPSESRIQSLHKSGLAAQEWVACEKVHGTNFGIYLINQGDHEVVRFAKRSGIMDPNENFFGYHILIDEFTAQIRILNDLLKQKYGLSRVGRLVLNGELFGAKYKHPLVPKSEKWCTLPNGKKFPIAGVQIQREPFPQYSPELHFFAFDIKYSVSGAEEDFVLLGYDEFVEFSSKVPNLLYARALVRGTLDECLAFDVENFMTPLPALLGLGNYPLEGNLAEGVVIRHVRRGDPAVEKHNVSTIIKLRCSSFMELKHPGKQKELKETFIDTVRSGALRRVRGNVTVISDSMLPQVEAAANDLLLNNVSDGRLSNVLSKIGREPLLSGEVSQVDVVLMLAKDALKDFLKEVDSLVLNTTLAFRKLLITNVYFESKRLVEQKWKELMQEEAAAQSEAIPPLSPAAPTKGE
* = called active by the depositor.

Preview (5 entries):
TbREL1 primary | SMILES
1 | CCCCCCn1cc(CN2CC(N(C)CC)CS2(=O)=O)nn1 (stereo unspecified)
-1 | CCCC(NC(=O)C(C)Sc1nnnn1C1CC1)c1ccccc1 (stereo unspecified)
1 | N#Cc1cccc(NC(=O)Cc2ccccc2)c1
0 | COc1ccccc1N1CCN(c2nc(C)nc3c2oc2ccccc23)CC1
2 | Cc1cccc(C)c1NC(=O)CN(C)CC(=O)c1c(N)n(Cc2ccccc2)c(=O)n(C)c1=O

The list itself, from the start:
TbREL1 primary | SMILES
1 | CCCCCCn1cc(CN2CC(N(C)CC)CS2(=O)=O)nn1 (stereo unspecified)
-1 | CCCC(NC(=O)C(C)Sc1nnnn1C1CC1)c1ccccc1 (stereo unspecified)
1 | N#Cc1cccc(NC(=O)Cc2ccccc2)c1
0 | COc1ccccc1N1CCN(c2nc(C)nc3c2oc2ccccc23)CC1
2 | Cc1cccc(C)c1NC(=O)CN(C)CC(=O)c1c(N)n(Cc2ccccc2)c(=O)n(C)c1=O
1 | N#Cc1cccc(-c2csc(C(O)c3ccco3)n2)c1 (stereo unspecified)
4 | CCN(C[C@H]1N[C@@](Cc2ccccc2)(C(=O)OC)[C@H]2C(=O)N(C)C(=O)[C@@H]12)C(=O)c1ccc(C(C)(C)C)cc1
-2 | CCOC(=O)c1cc2c(nc1N)CCCC2
0 | CCC1(C)Cc2c(sc3nc(SCC(=O)c4ccccc4)[nH]c(=O)c23)CO1 (stereo unspecified)
0 | Cc1cc(C(=O)N/N=C/c2ccco2)c2ccccc2n1
5 | Cc1cc(C)nc(NC(=O)NC(=O)c2ccccc2)n1
5 | O=C(Nc1cccc(C(=O)N2CCCCC2)c1)C1CCCC1
-2 | CC(C)(Oc1ccc(Cl)cc1)C(=O)NC1CCN(Cc2ccccc2)CC1
6 | COc1ccc(-c2cc(C(=O)N3CC4(C)CC3CC(C)(C)C4)no2)cc1 (stereo unspecified)
10 | O=[N+]([O-])c1ccc(Nc2ccc(F)cc2)nc1
-9 | O=C(NCC1CC1)c1cccc2c1C(=O)c1ccc(N3CCCC3)cc1S2(=O)=O
0 | O=C(CN1C(=O)C2(OCCCO2)c2ccccc21)NCc1ccccc1Cl
2 | O=C(Nc1ccc(Cl)cc1)OCc1cn(-c2ccc(Cl)cc2)nn1
1 | Fc1cccc(Cl)c1CSc1nnc2ccccn12
0 | CC(=O)c1cn(-c2ccc(Cl)cc2)c(=O)n(Cc2ccc(Br)cc2)c1=O
0 | O=C(Nc1ccc(F)cc1F)NC1CCCc2ccccc21 (stereo unspecified)
-3 | CC(C)CNc1nc(Oc2ccc(=O)n(C)n2)nc(N2CCOCC2)n1
-1 | Cn1c(=O)cc(OCCCC(=O)N2CCN(Cc3ccc4c(c3)OCO4)CC2)c2ccccc21
2 | O=C(Nc1ccc(-c2nc3ncccc3o2)cc1)c1ccc([N+](=O)[O-])o1
0 | Cc1ccc(C(=O)OCC(=O)Nc2c(C)n(C)n(-c3ccccc3)c2=O)cc1[N+](=O)[O-]
3 | CC(=O)NC(=S)Nc1ccc([N+](=O)[O-])cc1C
2 | CCc1cc(C(=O)Nc2cc(S(=O)(=O)N3CCOCC3)ccc2N2CCN(CC)CC2)sc1C
0 | Cc1ccc2nsnc2c1S(=O)(=O)N(Cc1ccco1)Cc1cc2ccc(C)c(C)c2[nH]c1=O
-4 | CCCCSc1nnc(CCNC(=O)OC(C)(C)C)o1
0 | CCOC(=O)[C@H]1[C@H]2COc3cc(OC)ccc3[C@@H]2N2C(=O)CN(Cc3ccco3)C(=O)[C@@]12C
2 | C[C@H](CO)N1C[C@H](C)[C@@H](CN(C)C(=O)Cc2ccccc2)OCc2cnnn2CCCC1=O
7 | Cc1ccc(/C=C2\Oc3cc(OC(=O)N4CCOCC4)ccc3C2=O)cc1
8 | O=S(=O)(c1ccccc1)N(Cc1nc(-c2ccccc2)no1)C1CCCCC1
3 | COc1ccc(NS(=O)(=O)c2cccc(C(=O)N3CCCCCCC3)c2)cc1
-1 | CC(C)(C)N1C(=O)[C@H]2[C@@H](c3ccc(Br)cc3)N3C(=O)N(c4ccccc4)C(=O)[C@@]3(Cc3ccccc3)[C@H]2C1=O
9 | O=c1oc2cc(O)c(Cl)cc2c2ccccc12
-2 | Cn1nc(-c2ccccc2)c(C(O)c2ccc(Cl)cc2)c1Cl (stereo unspecified)
6 | O=C(Nc1nccs1)c1nc(-c2ccccc2)n(-c2ccccc2)n1
0 | c1cncc(-c2nc(NCc3ccco3)c3ccccc3n2)c1
-3 | CCCCNC(=O)C1(C)CCCCN1Cc1ccccc1-c1ccccc1 (stereo unspecified)
-2 | COc1ccc(N(CC(=O)N2CCN(c3ccccc3F)CC2)S(=O)(=O)c2ccc(C)cc2)cc1
0 | CC1(C)SC(=S)N(/N=C/c2ccc(O)cc2)C1N(O)C(=O)Nc1ccc([N+](=O)[O-])cc1 (stereo unspecified)
-5 | COc1ccc(NC(=O)CNC(=O)c2nn(-c3ccc(OC)c(Cl)c3)c(=O)c3ccccc23)c(OC)c1
2 | CCCc1[nH]n(-c2ccc([N+](=O)[O-])cc2)c(=O)c1C=NCCCn1ccnc1
-5 | Cc1ccc(S(=O)(=O)NCC(=O)OCC(=O)Nc2cccc(S(=O)(=O)NC3=NCCCCC3)c2)cc1C
0 | O=C(Nc1cnccn1)C1c2ccccc2Oc2ccccc21
5 | CCc1ccccc1NC(=O)c1ccc2snnc2c1
4 | CCCNCc1cc(Br)ccc1OCC(=O)NCCc1ccccc1
2 | CC(Nc1ccc(Cl)cc1)c1cc(Cl)ccc1O (stereo unspecified)
-3 | O=C(COC(=O)c1ccc(S(=O)(=O)NCc2ccco2)cc1)NCC1CCCCC1
-1 | Clc1ccc(-c2nnc3cccc(Cl)n23)c(Cl)c1
-1 | c1ccc(C2C3=C(CCCC3)Nc3ncnn32)cc1 (stereo unspecified)
2 | COc1cccc(CNS(=O)(=O)c2cc(-c3cc(C)no3)ccc2C(C)C)c1
0 | O=C(CC(=O)c1ccccc1)c1ccccc1
-2 | COc1cc(C(=O)NCC(C)C)c([N+](=O)[O-])cc1OC
11 | CCN1C(=NCC(C)C)N[C@@H](c2cccc(C(F)(F)F)c2)C(C(=O)OC)=C1C

Other records follow.
TbREL1 primary | SMILES
-2 | Cc1cccc(CN2CCN(C3CN(Cc4cn(Cc5cccc(C(F)(F)F)c5)nn4)S(=O)(=O)C3)CC2)c1 (stereo unspecified)
-1 | CC(=O)N(c1ccccc1)c1c(F)c(F)c(F)c(F)c1F
-1 | COc1ccc(C(=O)N(CC2CCCO2)C(C(=O)NC2CCCC2)c2ccc(C)cc2)cc1OC (stereo unspecified)
5 | COc1cc(Cl)c(C)cc1NC(=O)CSC1=NCCS1
5 | Cc1ccc(NC(=O)C2CCCN2C(=O)c2cccs2)cc1C (stereo unspecified)
-1 | N#C/C(=C\c1ccc(OCc2ccccc2)cc1)C(=O)Nc1nc2c(s1)CCN(Cc1ccccc1)C2
-1 | CC(C(=O)Nc1ccccn1)N1C(=O)C2C3C=CC(C3)C2C1=O (stereo unspecified)
-2 | Cc1ccc(-n2c(COc3ccccc3)nnc2SCC(=O)Nc2ccc3c(c2)OCO3)cc1
-1 | CCCCN(C)Cc1c(C)[nH]c2ccc(C)cc2c1=O
3 | COc1ccc(C2C(C(=O)N3CCOCC3)=C(C)NC3=C2C(=O)CC(C)(C)C3)cc1O (stereo unspecified)
0 | CCCCn1c(N)c(N(CC(C)C)C(=O)c2ccc(Br)s2)c(=O)[nH]c1=O
-1 | CC#CCCc1nc2ccccc2c(=O)n1N
3 | c1ccc(CC[C@@H]2CC[C@@H](CCc3ccccc3)N2)cc1
3 | COc1ccc(-c2nnc3ccc(SCc4ccccc4)nn23)cc1
-1 | COc1ccccc1N(C)S(=O)(=O)c1ccc(C(=O)Nc2cccc(S(=O)(=O)N3CCOCC3)c2)cc1
-1 | COc1ccc([C@H]2CC(=O)C=C(c3ccc(Cl)cc3C)C2)cc1
3 | Cc1cc(Br)ccc1NC(=O)CN(C)C(=O)C1=COCCO1
2 | Cc1cc(Oc2cccnc2)ccc1NC(=O)Cc1c[nH]c2ccccc12
1 | CCOc1ccc(Br)cc1S(=O)(=O)NCCN(C)C
-3 | Cn1nnnc1SCC(=O)Nc1ccc(Br)cc1Cl
7 | CCc1ccc(NC(=O)NCc2cccnc2)cc1
4 | COC(=O)[C@]1(C)N[C@H](CN(C)C(=O)Nc2ccc(C)cc2)[C@@H]2C(=O)N(C)C(=O)[C@@H]21
2 | COc1ccc(CCNC(=O)CSc2ncn[nH]2)cc1
6 | O=c1c2ccccc2oc2cc(C#CC3(O)CCCCC3)ccc12
4 | O=C(Nc1ccnn1C1CCN(Cc2ccccc2)CC1)c1ccccc1Cl
1 | Cc1cc(C)c(-c2nc3ccccc3s2)[nH]1
-2 | COc1ccc(-c2csc(NC(=O)CS(=O)(=O)c3ccc(F)cc3)n2)cc1OC
-3 | COCc1cc(C)nc(SCC(=O)N2CCC(C)CC2)c1C#N
0 | O=S(=O)(NC1CCN(S(=O)(=O)c2ccc3c(c2)OCCO3)C1)c1c(F)cccc1F (stereo unspecified)
10 | CC(C)(C)OC(=O)NCCc1ccccc1/C=C/S(=O)(=O)NCc1ccc(F)cc1
2 | CCSc1nc2cc(C(=O)OC)ccc2c(=O)n1CC
-4 | COc1ccccc1Oc1ccc2c(c1)C(=O)N(c1ccc(O)cc1)C2=O

An excerpt of these results, bar-delimited:
Structure | TbREL1 primary
CCOc1ccc(Br)cc1S(=O)(=O)NCCN(C)C | 1
Cn1nnnc1SCC(=O)Nc1ccc(Br)cc1Cl | -3
CCc1ccc(NC(=O)NCc2cccnc2)cc1 | 7
COC(=O)[C@]1(C)N[C@H](CN(C)C(=O)Nc2ccc(C)cc2)[C@@H]2C(=O)N(C)C(=O)[C@@H]21 | 4
COc1ccc(CCNC(=O)CSc2ncn[nH]2)cc1 | 2
O=c1c2ccccc2oc2cc(C#CC3(O)CCCCC3)ccc12 | 6
O=C(Nc1ccnn1C1CCN(Cc2ccccc2)CC1)c1ccccc1Cl | 4

(next part)
TbREL1 primary | SMILES
5 | CC(C)c1nc(C#N)c(NCCCn2ccnc2)o1
2 | O=C(CSc1nnnn1C1CCCC1)NCc1ccc2c(c1)OCO2
0 | CCOC(=O)C1=NN(C(=O)Nc2ccc(OC)cc2)C2C(=O)N(c3cccc(C(F)(F)F)c3)C(=O)C12 (stereo unspecified)
-2 | Nc1ccc2oc(=O)c3ccccc3c2c1
6 | COc1ccc(-c2csc3ncnc(N4CCN(c5cccc(OC)c5)CC4)c23)cc1
3 | CCOc1ccc(-n2c(SCC(=O)Nc3cc(C)on3)nnc2-c2c[nH]c3ccccc23)cc1
0 | Cc1cc([N+](=O)[O-])cc2ncccc12
11 | CCN(c1ccccc1)S(=O)(=O)c1ccc(Cl)c(NC(=O)COC(=O)c2ccc[nH]c2=O)c1
3 | Cc1cc(C)nc(SC2c3cccc4cccc(c34)C2NS(=O)(=O)c2ccccc2)n1 (stereo unspecified)
6 | COc1ccc(C(NC(=O)C2CCN(CCCc3ccccc3)CC2)c2cccs2)cc1 (stereo unspecified)
-1 | CN1CCN(c2ccc(C(CC(N)=O)NC(=O)Cc3ccc(Br)cc3)cc2[N+](=O)[O-])CC1 (stereo unspecified)
-1 | CCCC(=O)NC(Nc1ccc(S(=O)(=O)Nc2cc(C)on2)cc1)(C(F)(F)F)C(F)(F)F
5 | COCC(=O)Nc1sc2c(c1C(=O)OC)C(C(=O)OC)CC2 (stereo unspecified)
-4 | Cc1ccc(-n2c(CNc3ccc(F)cc3)nnc2SCC(N)=O)cc1
1 | O=S(=O)(Nc1ccc(-c2nnc(SCc3ccc(Cl)cc3)o2)cc1)c1ccccc1
7 | COc1ccc(C(=O)CCNc2cccc(Cl)c2)cc1

3 of the entries above in order of their number in TbREL1 primary, low to high:
structure,TbREL1 primary
CCCC(=O)NC(Nc1ccc(S(=O)(=O)Nc2cc(C)on2)cc1)(C(F)(F)F)C(F)(F)F,-1
COCC(=O)Nc1sc2c(c1C(=O)OC)C(C(=O)OC)CC2 (stereo unspecified),5
COc1ccc(C(=O)CCNc2cccc(Cl)c2)cc1,7

(list continues)
TbREL1 primary | SMILES
4 | CC(=O)Nc1ccc(S(=O)(=O)NC2(C(F)(F)F)C(=O)NC(C)=C2C#N)cc1 (stereo unspecified)
0 | Cc1cc(COC(=O)C2N3C(=O)[C@@H](NC(=O)COc4ccccc4)[C@H]3SC2(C)C)on1 (stereo partly specified)
-7 | CCNc1ccc(S(=O)(=O)N(C)C)cc1NCC(=O)Nc1ccccc1Br
-2 | COc1ccc(OC)c(NC(=O)C(CC(=O)O)NCc2ccco2)c1 (stereo unspecified)
5 | Cc1ccc(NC(=O)CCNS(=O)(=O)c2ccc3[nH]c(=O)oc3c2)cc1C
-2 | O=C(NCc1ccc2c(c1)OCO2)C(=O)NCC1OCCCN1S(=O)(=O)c1ccc(F)cc1 (stereo unspecified)
-2 | CNC(=O)OCN1C(=O)C2CC=CCC2C1=O (stereo unspecified)
8 | O=C(NCCc1nc(-c2ccc(F)cc2)no1)c1ccc(F)cc1
2 | N#C/C(=C\c1ccc[nH]1)Sc1nc2ccccc2s1
2 | c1coc(-c2nn3c(-c4ccco4)nnc3s2)c1
0 | COc1cccc(C(=O)NCC(=O)N/N=C/c2ccc(OC(=O)c3cccs3)c(OC)c2)c1
0 | CCOC(=O)C(=CNNc1ccccc1)C(=O)OCC
2 | Cc1c(C(=O)NCc2ccccc2C(F)(F)F)sc(=O)n1Cc1ccc2ccccc2c1
-1 | CC(=O)Nc1ccc(S(=O)(=O)NCCSCc2c(Cl)cccc2Cl)cc1
-1 | CC1CCCN(C(=O)CN2C(=O)C(C)Oc3ccccc32)C1 (stereo unspecified)
-1 | COc1ccc(NC(=S)N2CCC(c3nc4ccccc4[nH]3)CC2)c(OC)c1
-1 | CCC(C)N(C(=O)COC(=O)CNC(=O)c1sc2ccccc2c1Cl)C1CCS(=O)(=O)C1 (stereo unspecified)
0 | CCC(CC)C(=O)c1c[nH]c(C(=O)NC2CCCCCC2)c1
-1 | CCCCN1CCS(=O)(=O)N(Cc2cn(Cc3cccc(Cl)c3)nn2)C(C(=O)OC)C1 (stereo unspecified)
-3 | O=C(COc1coc(CN2CCN(c3ccccc3)CC2)cc1=O)Nc1ccccc1F

An excerpt; count on the stated rates, not on these rows.
